Screens deposited in PubChem by NMMLSC.
Cdc42 wt: changes GTP binding to wildtype human Cdc42; P60953; GST-Cdc42 beads, Bodipy-GTP binding, flow cytometry; actives lie on both sides; percent activity (GTP binding), % at 10 µM; 190,000 compounds, 0.2% hits; AID 761;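 active = percent activity GTP binding at least 20 points away from the 100% baseline, either down as inhibitor or up as activator; inconclusive = compound flagged as likely green fluorescent from well-wide comparison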;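 note: median bead fluorescence of bound Bodipy-FL-GTP at 100 nM; 0% = excess unlabeled GTP control and 100% = no compound control; below 100% means less GTP binding so inhibitor and above means activator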
Bim-Bcl-2: inhibitors of Bim-Bcl-2 interaction, human; P10415; Bead-based flow cytometry, Bim peptide-Bcl-2 binding; inhibition, % at 10 µM; 190,000 compounds, 0.06% hits; in the data active = inhibition above about 40%; inconclusive = no clear call, values can overlap the other calls;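 note: 0% = no compound wells with probe peptide and 100% = reference peptide inhibitor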
Target sequence (P10415 whole entry, looked up): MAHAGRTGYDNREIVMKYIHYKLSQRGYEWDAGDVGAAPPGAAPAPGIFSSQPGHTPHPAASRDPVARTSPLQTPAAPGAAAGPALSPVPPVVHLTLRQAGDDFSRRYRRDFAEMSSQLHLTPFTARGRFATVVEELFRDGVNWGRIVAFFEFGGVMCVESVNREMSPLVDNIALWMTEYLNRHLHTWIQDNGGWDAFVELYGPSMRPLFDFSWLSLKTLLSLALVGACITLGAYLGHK
Bim-Bfl-1: disrupts Bim binding to human Bfl-1; Bead-based flow cytometry, Bim-Bfl-1 binding inhibition; inhibition, % at 10 µM; 190,000 compounds, 0.12% hits;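 note: 0% = wells without compound plus tracer and 100% = blocker peptide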
HRas wt GTP bind: human HRas wildtype GTP binding, change in either direction; P01112; GST-Ras wt beads, Bodipy-FL-GTP binding, flow cytometry; actives lie on both sides; GTP binding activity, % at 10 µM; 190,000 compounds, 0.14% hits;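 active = GTP binding activity at least 20% away from the 100% baseline, either lowered as inhibitor or raised as activator; inconclusive = flagged as likely green fluorescent, judged across all proteins in the well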;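 note: 0% = unlabeled GTP competition control and 100% = no-compound control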
Rab7 wt modul: modulators of GTP binding to dog Rab7 wildtype GTPase. AID 758. GST-Rab7 beads, fluorescent GTP binding, flow cytometry; actives lie on both sides; untreated = 100%, excess cold GTP = 0%. 190,000 compounds, 0.055% hits. GTP binding activity (percent of control), % at 10 µM;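 active = fluorescent GTP binding to Rab7 beads changed by at least 20 points from the 100% baseline, either direction, mostly lower; inconclusive = compound itself probably fluorescent, or too few beads counted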;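 note: median green fluorescence of bound Bodipy-FL-GTP per Rab7 bead population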
Bim-Bcl-W: human Bim-Bcl-W interaction inhibition. Q92843. bead-based flow cytometry, Bim peptide-Bcl-W binding. inhibition, % at 10 µM. 190,000 compounds, 0.02% hits. AID 952;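 note: 0% = bound tracer without compound and 100% = peptide blocker; higher means less fluorescent Bim peptide bound to Bcl-W beads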
Target sequence (Q92843 whole entry, looked up): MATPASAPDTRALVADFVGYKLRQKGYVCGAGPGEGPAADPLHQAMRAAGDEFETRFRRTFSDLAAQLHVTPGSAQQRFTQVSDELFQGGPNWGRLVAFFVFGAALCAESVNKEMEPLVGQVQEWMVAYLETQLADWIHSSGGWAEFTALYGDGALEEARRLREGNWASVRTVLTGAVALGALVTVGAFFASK
Bcl-XL Bim block: disrupts Bim peptide binding to human Bcl-XL; Q07817; bead flow cytometry, fluorescence; inhibition, % at 10 µM; 190,000 compounds, 0.04% hits
Target sequence (Q07817 whole entry, looked up): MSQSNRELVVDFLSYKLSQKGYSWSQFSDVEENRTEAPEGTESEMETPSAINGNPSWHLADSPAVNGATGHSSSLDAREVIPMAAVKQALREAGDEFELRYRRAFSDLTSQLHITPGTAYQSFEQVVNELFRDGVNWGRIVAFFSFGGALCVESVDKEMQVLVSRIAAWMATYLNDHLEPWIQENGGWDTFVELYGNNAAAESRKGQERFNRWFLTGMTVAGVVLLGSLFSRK
Bim-Bcl-B: inhibitors of Bim-Bcl-B interaction, human; bead-based flow cytometry, Bim peptide-Bcl-B binding; inhibition, % at 10 µM; 190,000 compounds, 0.073% hits;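 note: 0% = tracer peptide without compound and 100% = reference inhibitor peptide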
Target sequence (Q9HD36 whole entry, looked up): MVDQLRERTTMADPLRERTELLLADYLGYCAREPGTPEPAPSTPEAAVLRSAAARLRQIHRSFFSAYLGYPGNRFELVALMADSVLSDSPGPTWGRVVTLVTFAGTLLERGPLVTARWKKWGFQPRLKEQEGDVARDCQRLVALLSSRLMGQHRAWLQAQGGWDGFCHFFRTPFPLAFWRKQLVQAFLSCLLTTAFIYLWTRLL
Rac1 wt modul: human Rac1 wildtype GTP binding, inhibitors and activators | GTP binding activity (% of control), % at 10 µM | AID 757 | GST-Rac1 beads, fluorescent GTP binding, flow cytometry; actives lie on both sides; 0 = cold GTP competed, 100 = untreated | 190,000 compounds, 0.27% hits | P63000;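 active = GTP binding activity at least 20 points away from the 100% control level, either lower or higher; inconclusive = compound flagged as likely green fluorescent, judged across all proteins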
Rab2A wt mod: changes GTP binding to wildtype dog Rab2A, up or down | P61105 | GST-Rab2 wt beads, Bodipy-GTP binding, flow cytometry | GTP binding activity, % at 10 µM | 190,000 compounds, 0.19% hits;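 active = GTP binding activity at least 20 points away from 100%, either lowered or raised; inconclusive = signal likely due to the compound's own green fluorescence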;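 note: 0% = beads with excess unlabeled GTP and 100% = no-compound control corrected for plate trend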
Rac1 mut GTP: alters GTP binding to activated mutant human Rac1; P63000; GST-Rac1 activated beads, fluorescent GTP binding, flow cytometry; actives lie on both sides; 100% means binding = to untreated wells; percent activity (GTP binding), % at 10 µM; 190,000 compounds, 0.11% hits;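 active = GTP binding at least 20 percentage points away from the 100% baseline, in either direction, so actives lie on both sides; inconclusive = Compound likely fluorescent itself, or too few beads counted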
Starred values were filed as active, the others as inactive; ? = inconclusive. Cut-off read from the data, not from the text of the source, unless noted: active = inhibition above about 40%.

SMILES	Cdc42 wt	Bim-Bcl-2	Bim-Bfl-1	HRas wt GTP bind	Rab7 wt modul	Bim-Bcl-W	Bcl-XL Bim block	Bim-Bcl-B	Rac1 wt modul	Rab2A wt mod	Rac1 mut GTP
Cc1cc(O)c(C(=O)Cc2csc(C)n2)c(O)c1	97	0	-6	97	100	1	-3	-6	101	96	96
COCCn1cc(C(=O)NCCCN2CCC(C)CC2)c2c3ccccc3n(C)c2c1=O	?	-4	-1	?	?	-4	0	-1	?	?	?
Cc1cc(C)nc(Nc2n[nH]c(C)n2)n1	97	-3	-9	99	106	-3	-2	-6	104	99	94
NCCCCCc1nnc(SCc2cccc(Cl)c2)o1	104	-12	-13	100	99	-4	-8	-10	107	102	101
COc1ccc(CNc2oc(-c3cccc4ccccc34)nc2P(=O)(OC)OC)cc1	101	-7	-7	97	105	-2	-7	-4	101	99	100
CCCC(=O)NC(=S)Nc1cccc(NC(=O)c2ccccc2Cl)c1	102	1	0	103	104	0	-3	-1	103	102	101
COc1cc(OC)cc(C(=O)NCC(=O)OCC(=O)NC(C)(C)C)c1	101	-11	-9	99	100	-5	-7	-10	103	99	100
COc1ccccc1NS(=O)(=O)c1cccc(NC(=O)c2sc3ccccc3c2Cl)c1	95	-1	-4	99	99	-2	-2	-4	98	97	96
O=C(Nc1ccc(C(=O)N2CCOCC2)cc1)c1cc(-c2cccnc2)nc2ccc(Cl)cc12	96	0	-2	88	104	1	1	0	95	99	89
COc1ccccc1N1C(=O)C2C(c3ccccc3F)NN(C(=O)c3ccc(C)cc3)C2C1=O (stereo not given)	105	-3	-4	102	98	-6	-5	-5	108	98	101
CCCn1c(SCC(=O)N2c3ccccc3Sc3ccccc32)nc2ccccc21	99	-2	-4	101	100	-3	-4	-4	104	101	98
Cc1cc(C)cc(NC(=O)CCN2CCCC2)c1	100	0	-6	95	95	-2	-3	-2	96	99	95
O=[N+]([O-])c1cccc(-c2cn3ccccc3n2)c1	99	-8	-5	99	102	0	0	-4	101	101	95
COc1ccc(NC(C)=O)c2nc(C)c(C)nc12	98	2	-2	99	100	1	0	0	97	98	93
O=C(NCc1ccco1)Nc1ccccc1Cl	104	-4	-12	102	98	0	-3	-7	102	99	101
Cc1ccc(-c2csc3nc(CN(C)Cc4ccccc4)[nH]c(=O)c23)cc1	93	-3	-4	96	101	2	0	-2	101	95	95
O=C(OCCNc1ncc(C(F)(F)F)cc1Cl)c1ccc(S(=O)(=O)N2CCOCC2)cc1	99	0	0	97	96	0	-6	-3	98	95	95
CN(C(=O)c1ccc2c(c1)C(=O)N(CCC1=CCCCC1)C2=O)C1CCCCC1	99	-9	-9	98	98	-2	-4	-12	98	100	95
CCn1c(SCc2ccc(Cl)cc2)nc2nc3c(cc2c1=O)CCCC3	98	-7	-14	101	97	-5	-7	-10	102	101	100
CCOc1ccccc1NC(=O)CN(c1cc(C)cc(C)c1)S(=O)(=O)c1c(C)noc1C	99	-16	-17	99	101	-1	-5	-11	98	99	98
CC(=O)OC[C@H]1O[C@@H](n2ccc(=O)[nH]c2=S)C(OC(C)=O)C1OC(C)=O (stereo not given in full)	106	-2	1	106	103	-3	-2	-3	105	107	104
CC(=O)Oc1ccc2c(c1)cc(C)n2C	99	-1	0	98	98	-3	-4	-3	99	98	101
COc1ccc(CC2(CO)CCN(S(=O)(=O)N(C)C)CC2)cc1	97	-3	-7	99	98	-2	-3	-1	101	97	98
O=C(Nc1ccc2c(c1)OCCO2)C1CC1c1ccccc1 (stereo not given)	105	-6	-8	101	99	-1	-7	-8	105	98	101
CC1(C)CC(=O)C(C(=O)/C=C/c2ccco2)C(=O)C1	102	2	-1	94	94	0	1	-2	101	100	96
Cc1cccc(NC(=O)c2nc(-c3ccccc3)n(-c3ccccc3)n2)c1C	100	2	-11	100	100	4	0	-2	98	98	97
CS(=O)(=O)N1CCN(c2ccccc2NC(=O)CSc2ccc(Cl)cc2)CC1	101	-1	-2	98	100	-3	-9	-10	101	98	99
COc1ccccc1NCC(=O)NNC(C)C(=O)Nc1cccc(Cl)c1 (stereo not given)	94	-2	0	96	100	-1	-1	-1	99	97	97
CC(=O)Nc1ccc(S(=O)(=O)Nc2cccc(-c3nc4ccccc4o3)c2)cc1	97	-6	-6	95	100	0	1	-4	98	97	94
CCOC(=O)c1c(NC(=O)CSc2nc3ccccc3o2)sc(C)c1C	102	-5	-3	102	103	0	-1	0	100	102	99
CCC(C)C(=O)Nc1nc(C)c(-c2csc(Nc3cc(Cl)ccc3OC)n2)s1 (stereo not given)	101	-4	-9	100	100	2	-2	-5	102	98	98
COc1ccccc1/C=C/C(=O)OCC(=O)NNC(=O)c1ccccc1	102	-2	-2	99	99	-6	-12	-6	103	100	103
CCOC(=O)c1oc2ccccc2c1NC(=O)C(C)(C)C	97	-1	-4	99	103	-2	-1	-5	98	100	98
Cn1cnnc1SCc1cccc(Br)c1	101	0	1	101	99	-1	-2	0	100	100	98
Cc1ccc(S(=O)(=O)N2CCN(C(=O)C3COc4ccccc4O3)CC2)cc1C (stereo not given)	102	-4	-1	102	105	0	-2	1	102	105	101
Cn1c(=O)c2c(nc(Sc3ncnn3CC(=O)NC(C)(C)C)n2C)n(C)c1=O	98	2	0	99	102	3	1	1	97	99	95

Entries listed so far containing a thiophene ring, fused or not:
SMILES	Cdc42 wt	Bim-Bcl-2	Bim-Bfl-1	HRas wt GTP bind	Rab7 wt modul	Bim-Bcl-W	Bcl-XL Bim block	Bim-Bcl-B	Rac1 wt modul	Rab2A wt mod	Rac1 mut GTP
COc1ccccc1NS(=O)(=O)c1cccc(NC(=O)c2sc3ccccc3c2Cl)c1	95	-1	-4	99	99	-2	-2	-4	98	97	96
Cc1ccc(-c2csc3nc(CN(C)Cc4ccccc4)[nH]c(=O)c23)cc1	93	-3	-4	96	101	2	0	-2	101	95	95
CCOC(=O)c1c(NC(=O)CSc2nc3ccccc3o2)sc(C)c1C	102	-5	-3	102	103	0	-1	0	100	102	99

(listing goes on)
SMILES	Cdc42 wt	Bim-Bcl-2	Bim-Bfl-1	HRas wt GTP bind	Rab7 wt modul	Bim-Bcl-W	Bcl-XL Bim block	Bim-Bcl-B	Rac1 wt modul	Rab2A wt mod	Rac1 mut GTP
CC(C)CN(Cc1c(O)ccc2c3c(c(=O)oc12)CCC3)CC(C)C	100	0	-1	99	96	0	0	0	97	96	96
Cc1cc(C)c2nc(Cl)c(CN(Cc3ccco3)C(=O)Nc3ccccc3C)cc2c1	98	-12	-13	97	99	-1	1	-9	96	100	98
O=C(c1ccc(Br)o1)N1CCN(Cc2ccc3c(c2)OCO3)CC1	97	0	0	97	96	-2	-2	-2	96	96	95
O=C(O)c1ccc2c(c1)C(=O)N(c1cccc(S(=O)(=O)Nc3cccc(C(F)(F)F)c3)c1)C2=O	92	-1	-2	93	103	1	-2	-3	95	93	88
O=C(CC1NCCNC1=O)Nc1cccc([N+](=O)[O-])c1 (stereo not given)	98	0	0	97	105	4	4	1	94	101	93
COc1ccccc1OCCn1c(=O)n(C)c2ccccc21	95	3	-6	98	103	-1	-1	-5	98	97	96
Cc1ccc(S(=O)(=O)N(C)CCCC(=O)Nc2ccc(F)cc2)cc1	92	-5	-11	98	102	0	-4	-10	100	96	94
Cc1cccc(C(=O)Nc2nnc(COc3ccccc3)s2)c1	98	1	-6	97	101	-2	-3	-6	98	99	93
CCOC(=O)C1=C(N)N2C(=O)C(C)SC2=C(C(=O)OCC)C1c1ccccc1 (stereo not given)	95	-8	-17	97	94	-9	-9	-9	101	97	95
O=C(NC(C(=O)N1CCCC1C(=O)O)=C1CCCCC1)c1ccccc1 (stereo not given)	99	1	1	99	102	-3	-3	1	102	101	96
Cc1ccc2[nH]c(=O)c(CNC(C)(C)C)cc2c1	103	-9	-10	104	101	-2	-5	-5	105	104	101
Cc1nn2c(NCCCN(C)C)c3c(nc2c1-c1ccccc1)CCC3	96	0	-1	96	101	-3	-2	0	99	97	97
Nc1nnc(CSCc2ccc(F)cc2)s1	105	-8	-4	101	101	-4	-15	-19	104	103	100
Cc1ccc(N2C(=O)CC(N3CCc4ccccc43)C2=O)cc1Cl (stereo not given)	102	0	-6	100	107	0	-2	-2	98	98	102
CCCCN(C(=O)c1cccc2c(=O)c(C)c(-c3ccccc3)oc12)c1ccccc1	98	-1	1	101	103	-1	-3	-3	103	97	99
CCNCc1ccccc1OCc1ccccc1	95	0	-3	98	100	-2	1	-2	100	97	97
CCOC(=O)C1CCCN(Cc2nc(Cc3ccccc3Cl)no2)C1 (stereo not given)	97	-4	-7	99	105	-1	-3	-5	99	99	93
O=C(NCCOc1ccc(F)cc1)c1ccccc1SCc1ccccc1	102	-7	-13	103	103	-5	-9	-10	105	104	103
Cc1[nH]c(=O)cc2ccccc12	106	-7	-13	105	106	4	1	-9	106	105	102
CC1=C(C(=O)Nc2ccccc2C)C(c2cccs2)NC(=S)N1 (stereo not given)	99	1	0	98	99	1	-3	-10	105	97	100
CCCCNCC#CCOc1cc(C)ccc1C(C)C	101	-3	-2	103	109	0	-1	-3	100	99	95
CCc1ccccc1NC1=NCC(=O)N1Cc1ccccc1	102	-1	0	102	103	3	0	0	113	102	99
Cn1c(SCC(=O)N2CCCC2)nc2cccnc21	102	0	2	96	98	0	1	3	104	99	101
COc1cc(C)c(NC(=S)Nc2ccc(C)c(Cl)c2)cc1OC	97	-5	4	101	101	-9	-8	-25	102	101	95
CCCN1CCCc2cc(CN(CCCN3CCOCC3)C(=O)Nc3ccc(OCC)cc3)ccc21	101	-8	-18	101	102	0	-5	-10	106	101	100
COC(=O)c1ccc(-c2ccc(C(c3c(C)[nH][nH]c3=O)c3c(C)[nH][nH]c3=O)o2)cc1	84	4	4	86	94	4	-4	0	85	85	86
N#Cc1c2n(c3c(=O)n(Cc4ccc(Cl)cc4)cnc13)CCCCC2	98	-7	-11	98	93	1	-17	-3	102	95	95
CC(=O)N1CCN(c2ccc(NC(=O)c3ccc(OCc4ccccc4)cc3)cc2)CC1	94	-2	-4	94	93	-1	-1	-2	98	98	98
O=C(COC(=O)c1cccs1)NCCN1C(=O)CSC1=O	102	-4	-13	102	103	0	-1	-6	104	99	101
Cc1ccccc1-n1c(SCC(=O)NC(N)=O)nc2sc(-c3ccccc3)cc2c1=O	98	2	2	98	100	0	0	-4	103	98	98
Cc1ccc(NC(=O)C(c2ccccc2)N(C)C)cc1Cl (stereo not given)	96	-2	-5	99	99	0	0	0	101	98	99
C=CCN1C(=O)C(Cc2ccc(F)cc2)S/C1=N/N=C/c1ccco1 (stereo not given)	99	4	1	99	93	0	-4	-5	103	94	99
COc1ccccc1N1CCN(C(=O)C2CCN(S(=O)(=O)c3ccccc3)CC2)CC1	102	-15	-20	96	99	-2	-9	-8	105	100	97
